Source: PubChem (Southern Research Specialized Biocontainment Screening Center)
H1N1 NS1A inhibition: NS1A inhibition, H1N1 influenza, cell based functional assay (AID 504329) | 340,000 tested, 0.3% active | NS1A functional cell-based assay, percent inhibition; higher % means a stronger effect | one-dose inhibition, % at 12.5 µM; IC50 in µM for titrated hits; in the data active = a potency from the dose series; inconclusive = inhibition above about 27% without an active follow-up result; note: strong numbers were not always called active
M. tuberculosis HTS: M. tuberculosis growth inhibition, HTS (AID 449762). inhibition, % at 25 µM; hits with a dose series show IC50 in µM. M. tuberculosis H37Rv growth inhibition, 7H9 media; higher % means a stronger effect. 330,000 tested, 0.59% active; in the data active = a potency from the dose series; inconclusive = inhibition above about 70% without an active follow-up result;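 note: bacterial growth assessed after seven days of incubation; strong numbers were not always called active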
PhoP GFP inhibition: PhoP regulon inhibitors, Salmonella typhi PhoP promoter GFP reporter, confirmatory (AID 1850); Salmonella Typhi PhoP-promoter GFP reporter, fluorescence, 4 h; higher % means a stronger effect; inhibition, % at 50 µM, or IC50 in µM where a hit was titrated; 310,000 tested, 0.33% active; in the data active = a potency from the dose series; inconclusive = inhibition mostly from about 25% at the one dose, without a potency; inactive = the rest, 99 in 100 with inhibition below about 19%;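 note: 0% = induced wells with vehicle and 100% = uninduced wells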
M. tuberculosis: growth inhibition of non-replicating M. tuberculosis (AID 488890); inhibition, % at 25 µM; hits with a dose series show IC50 in µM; Mycobacterium tuberculosis non-replicating, growth inhibition; higher % means a stronger effect; 320,000 tested, 0.39% active; in the data active = a potency from the dose series; inconclusive = inhibition mostly from about 82% at the one dose, without a potency; inactive = the rest, 99 in 100 with inhibition below about 76%;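 note: plate controls were DMSO cells for no effect and high antibiotic wells for full effect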
inhibitors of VEEV: inhibitors of VEEV TC-83 cytopathic effect, confirmation, Vero cells (AID 588727) | 350,000 tested, 0.13% active | inhibition, % at 20 µM, or IC50 in µM where a hit was titrated | Vero cells, VEEV TC-83 cytopathic effect inhibition; higher % means a stronger effect; in the data active = a potency from the dose series; inconclusive = inhibition mostly from about 14% at the one dose, without a potency; inactive = the rest, 99 in 100 with inhibition below about 12%; note: strong numbers were not always called active
inhibitors of VEEV 10K pilot screen: second read-out of inhibitors of VEEV, no call of its own (marks repeat the call); inhibition, %; measured here: 10K pilot screen inhibition
* marks the source's active call; other numbers are inactive results; i = inactive; ? = inconclusive; . = no result given. Compounds were not picked by outcome; any-hit rate near 1.4%.

SMILES | H1N1 NS1A inhibition | M. tuberculosis HTS | PhoP GFP inhibition | M. tuberculosis | inhibitors of VEEV | others
O=C1c2ccccc2NC2(CCCC2)N1NS(=O)(=O)c1ccccc1 | . | 1% | 5% | -1% | 7.0%
CCOC(=O)c1ccc(N2C(=O)CC(N3CCOCC3)C2=O)cc1 (configuration not stated) | 3% | -1% | -7% | 2% | 1.2%
O=C(CSc1nnc(COc2ccccc2Cl)o1)NC(=O)NCc1ccco1 | 19% | -9% | 0% | ? | i
Cc1cc(N2CCN(C)CC2)n2nc(-c3ccc(Cl)cc3)nc2n1 | -13% | 1% | 4% | 43% | i
CCC(C)(C)n1nnnc1C(c1cc2cc(C)ccc2[nH]c1=O)N1CCCC1 (configuration not stated) | 11% | -1% | 4% | 31% | i
COc1cccc(CSc2nnc(-c3ccco3)n2C)c1 | 0% | -24% | 3% | 63% | i
CCN(CC)C1Oc2cc3c(cc2C(c2cc(OC)c(O)c(OC)c2)C1C)OCO3 (configuration not stated) | -20% | . | . | . | i
Cc1nn(C)cc1CNC(=O)c1cccc(F)c1 | 0% | -1% | -3% | 1% | 0.1%
Cn1c(COc2ccc(Br)cc2)nnc1SC1CCc2ccccc2C1=O (configuration not stated) | 1% | 8% | -1% | 29% | 0.1%
Cc1c[n+]([O-])n(-c2ccc(C(=O)O)cc2)n1 | -3% | 5% | -1% | -26% | 1.6%
O=C(N/N=C/c1ccc(F)cc1)c1cc[n+]([O-])cc1 | 8% | -15% | 9% | 43% | 0.7%
N=C1C(c2nc3ccccc3s2)=C(O)CN1c1ccccc1 | -3% | 0% | -8% | 4% | 0.5%
COc1cc2ccccc2cc1C(=O)Nc1ccccc1C | 19% | 11% | -3% | 23% | 0.5%
O=C(Nc1ccc(Cl)cc1)N1CCSc2ccccc21 | -14% | 4% | 4% | -4% | i
Cc1ccc(S(=O)(=O)CCSc2nc(C)cc(C)c2C#N)cc1 | 3% | -10% | 7% | 13% | 7.6%
CCCCN(CCCC)S(=O)(=O)c1ccc(NC(=O)Cc2cccs2)cc1 | 8% | -2% | -11% | 7% | i
Cn1cc(CNCc2ccccc2OCC(O)CN2CCc3ccccc3C2)cn1 (configuration not stated) | 7% | 3% | -2% | 20% | i
Cc1cc(=O)oc2c3c(cc(OCC(=O)NCCN4CCOCC4)c12)OC(C)(C)CC3 | 0% | -7% | 4% | -7% | 0.9%
COc1ccc(CNC(N)=O)cc1OC | -1% | -6% | -10% | -15% | i
CCOC(=O)N1CCN(c2c(-c3ccccc3)c3cc(Cl)ccc3[nH]c2=O)CC1 | 7% | -2% | -16% | 26% | 0.4%
COc1ccc(CNC(=O)c2csc(Cc3ccc(Cl)cc3)n2)cc1 | -3% | 19% | -2% | 29% | 1.3%
CCOc1ccc2nc(NC(=O)c3ccc(OCC4CCCO4)cc3)sc2c1 (configuration not stated) | -6% | ? | -6% | 72% | 0.4%
NCCCn1c(C(=O)c2cc(Cl)c(N)c(Cl)c2)c2ccc([N+](=O)[O-])cc2[n+]1[O-] | 25% | ? | 13% | 78% | 13%
O=C(C[C@@H]1C/C=C\CCC(=O)OC[C@@H]2CCCN2C1=O)N[C@@H](CO)Cc1ccccc1 | 0% | 5% | . | -16% | 0.8%
Cc1cccc(OCC(=O)N(C)CCc2ccccn2)c1 | 0% | 2% | -3% | 6% | 1.0%
COC(=O)c1nnn(-c2nonc2N)c1CSc1nc2ccccc2o1 | 5% | -2% | 0% | 1% | 1.9%
CCN(C(=O)COC(=O)/C(C#N)=C/c1ccc(OC)cc1)C1CCS(=O)(=O)C1 (configuration not stated) | -2% | 0% | -3% | -6% | 1.4%
CCOc1ccc(CNC(=O)c2ccccc2NC(=O)C2=CSCCO2)cc1 | 1% | 5% | 7% | 15% | i
O=C1C=C(c2cccc(CO)c2)C[C@@H](c2ccc(Cl)cc2)C1 | -16% | 16% | . | 6% | 0.7%
CCC/C=C(\CCC)C(NC(=O)c1ccc(C(F)(F)F)cc1)c1ccccc1 (configuration not stated) | . | 6% | 3% | 20% | .
CC(=O)Nc1nc2c(s1)C(=O)NCC(C)(C)C2 | . | -9% | -1% | -28% | i
O=C(O)c1ccccc1C(=O)NCCCCCCNC(=O)c1ccccc1C(=O)O | 2% | -1% | -9% | 12% | 1.2%
CN(C)C(=O)CSc1cnc2ccccc2n1 | 14% | 6% | -1% | 10% | i
CCNC(=O)CSc1nc2cc([N+](=O)[O-])ccc2n1-c1cccc(C(F)(F)F)c1 | -6% | -1% | -4% | -10% | 0.0%
Cc1ccc(C(NC(=O)N2CCCC2)C(Cl)(Cl)Cl)cc1F (configuration not stated) | 3% | -4% | 0% | 1% | i
COc1ccc(O)c(/C=N/N2CCCCC2)c1 | 5% | 0% | 5% | -3% | i
CC(C)C(c1nnnn1C1CCCCC1)N1CCN(C(=O)c2ccco2)CC1 (configuration not stated) | -6% | -12% | 3% | 2% | 0.2%
COc1ccc(-c2nc(N)n(S(=O)(=O)c3ccc(C)cc3)n2)cc1 | -15% | 1% | 8% | 15% | i
O=C1CN(C(=O)CSc2ccccn2)c2ccccc2N1 | -16% | 6% | . | -11% | i
Cc1ccc(C(=O)CCC2CCCCC2=O)cc1 (configuration not stated) | -4% | 10% | 0% | ? | i
Cc1ccc(NC(=S)NNC(=O)c2cccc([N+](=O)[O-])c2)cc1Cl | 2% | 3% | 1% | 38% | 0.7%
O=C(COc1ccc([N+](=O)[O-])cc1)NNC(=O)Nc1ccccc1F | 15% | ? | -8% | 8% | 2.7%
COc1ccc(CCC(=O)Nc2ccc(Br)cn2)cc1 | 1% | 19% | 9% | 56% | 1.5%
COc1ccc(/C=C2\C(=O)ON=C2c2cccc([N+](=O)[O-])c2)cc1 | . | 2% | -1% | -6% | .
O=C(Nc1ccccc1)c1cc2ccccc2[nH]1 | 11% | -2% | -3% | 44% | i
Nc1nc(SCc2ccc(Br)cc2)[nH]c(=O)c1-c1ccccc1 | -3% | -2% | -9% | 11% | 0.3%
NC(=S)Nc1cccc2cnccc12 | -17% | 4% | -2% | 4% | 0.5%
N#C/C(C(=O)N1CCCCC1)=C1/N=C(NC(=O)c2ccc(F)cc2)c2ccccc21 | -2% | 1% | -4% | 4% | 7.6%
COc1cccc(-c2c(C(=O)N/N=C(\C)c3ccc(Cl)s3)nnn2-c2nonc2N)c1 | -8% | 6% | -15% | 5% | 2.2%
CC(C)C(=O)c1cc2c(cc1NC(=O)c1ccccc1)OCCO2 | -9% | -2% | -11% | 23% | 0.8%
CCOc1c(Br)cc(/C=C2\N=C(C)OC2=O)cc1Br | -2% | ? | -2% | ? | i
CN1CCC(O)(c2ccccc2)C(C(=O)c2ccccc2)C1 (configuration not stated) | 2% | ? | 6% | 4.8µM* | i
CCOc1ccccc1CNC(=O)CCc1cn(CC)c2ccccc12 | 10% | 0% | -3% | 25% | 0.7%
COC(=O)[C@]1(C)N[C@H](c2ccc(-c3ccc(Cl)c(Cl)c3)c(OC)c2)[C@@H]2C(=O)N(C)C(=O)[C@@H]21 | -3% | 2% | -1% | 23% | 1.6% | inhibitors of VEEV 10K pilot screen=1.8
CCCCCOC(=O)C1=C(C)Nc2nnnn2C1c1ccccc1Cl (configuration not stated) | -4% | 6% | -2% | 19% | 3.5%
COc1ccc(NC(=O)C(CC(=O)O)Cc2ccc(Br)cc2)cc1 (configuration not stated) | -2% | 2% | 2% | -12% | 0.6%
COc1ccc(NC(=O)NNC(=O)c2ccc3ccccc3c2)cc1OC | 7% | 3% | -5% | . | 0.2%
O=C(O)c1ccc(CNc2ccccc2C(=O)O)cc1 | 6% | -9% | -6% | 21% | 2.3%
CCC(=O)N1CC(=O)Nc2ccc(Cl)cc2C1c1ccc(F)cc1 (configuration not stated) | -3% | -7% | 4% | -7% | i | inhibitors of VEEV 10K pilot screen=0.3
COc1cccc(CNC(=O)CCS(=O)(=O)c2ccccc2Cl)c1 | -18% | -7% | . | -13% | 2.5%
Next structures.
SMILES | H1N1 NS1A inhibition | M. tuberculosis HTS | PhoP GFP inhibition | M. tuberculosis | inhibitors of VEEV | others
CC(C)c1nnc(SCC(=O)N2CCN(C(=O)c3ccco3)CC2)n1N | -1% | -10% | 2% | -14% | 0.4%
CCCN(CC(=O)Nc1ccccc1C)CC(=O)Nc1ccc(Br)cc1F | -5% | 5% | -16% | 6% | 0.1%
N#Cc1cccc(NC(=O)CCc2ccc(S(=O)(=O)N3CCOCC3)cc2)c1 | 4% | 2% | . | 10% | 0.4%
CC(C)Cc1nnc(NC(=O)CCC(=O)NC2CCCC2)s1 | -16% | 1% | 6% | 7% | 3.7%
CC1(C)C[C@H]2C=C(C=O)[C@]3(C=O)C[C@]3(C)[C@H]2C1 | 11% | 5% | -1% | 2.9µM* | 5.4%
O=C(NCc1nc2ccccc2[nH]1)c1ccc(S(=O)(=O)N2CCOCC2)cc1 | -13% | -1% | -8% | 3% | 8.6%
CCOc1ccc(NC(=O)CN2C(=O)CCSc3ccc(S(=O)(=O)N4CCCC4)cc32)cc1 | -8% | 10% | -5% | 5% | 4.4%
C=CCn1c(COc2cccc(C)c2)nnc1SCn1nnc2ccccc2c1=O | -5% | -17% | -7% | -8% | 0.7% | inhibitors of VEEV 10K pilot screen=0.8
O=C(CNC(=O)c1ccccc1Br)N/N=C/c1ccc(O)cc1 | -1% | 2% | 2% | 4% | 1.2%
CC(O)CNCCCOc1cccc(Oc2ccccc2)c1 (configuration not stated) | -2% | -4% | 2% | 34% | i
Cc1ccc(OCC(=O)N(Cc2cccc(F)c2)C2CCS(=O)(=O)C2)cc1 (configuration not stated) | 5% | 2% | 13% | -7% | 2.4%
Cc1nn(C2CCS(=O)(=O)C2)c(C)c1CN(C)C(=O)c1ccc(Cl)cc1 (configuration not stated) | 4% | 2% | . | 8% | 0.5%
Cc1cc(C)n(C(=O)COc2c(C)cccc2C)n1 | 4% | -1% | 2% | -8% | i
Cc1ccccc1Cn1cc(NC(=O)CSc2nc3c(c(C(F)(F)F)n2)CCc2ccccc2-3)cn1 | -1% | 9% | 2% | -8% | 4.3%
N#Cc1nc(-c2ccc(OCc3ccc(Cl)cc3)cc2)oc1NCc1cccnc1 | -2% | 0% | 14% | 0% | i
Cc1nc(-c2ccccn2)nc(SCC(=O)c2ccccc2)c1Cl | . | ? | 15% | ? | 6.3%
CN(C)CCOC(=O)c1ccc(COc2ccccc2Br)o1 | -16% | 9% | 0% | 27% | 0.6%
O=C(Nc1nnc(-c2ccc(F)cc2)s1)C1CCN(S(=O)(=O)c2ccc(Cl)cc2)CC1 | -2% | 0% | -9% | -23% | 0.2%
COc1ccc(N(CC(=O)NCc2cccs2)S(=O)(=O)c2ccc(F)cc2)cc1 | -11% | -9% | . | 11% | 2.7%
COC(=O)c1nc(NC(=O)C(C)(C)C)n[nH]1 | -2% | 11% | 0% | -1% | 0.6%
CN(C)S(=O)(=O)c1ccc(Cl)c(NC(=O)COC(=O)c2ccc3c(c2)NC(=O)CS3)c1 | -12% | 5% | 4% | 0% | 2.1%
COc1cccc2cc(C(=O)Nc3ccc(S(=O)(=O)NCC4CCCO4)cc3)c(=O)oc12 (configuration not stated) | -4% | 1% | 1% | -7% | 1.9%
CC1=CC(=O)OC2CC3OC4C[C@@H](C)C5OC6CC7O[C@]8(C)C/C=C\C9OC%10CC%11OC(CC(C)C%12OCCO%12)CC(O)[C@]%11(C)OC%10CC9OC8C[C@]7(C)O[C@]6(C)CCC5OC4C[C@]3(C)OC12 (some centres not stated) | 0% | -3% | . | 52% | i

Five entries already listed, sorted by number of heavy atoms, smallest number first.
SMILES | H1N1 NS1A inhibition | M. tuberculosis HTS | PhoP GFP inhibition | M. tuberculosis | inhibitors of VEEV | others
CC1(C)C[C@H]2C=C(C=O)[C@]3(C=O)C[C@]3(C)[C@H]2C1 | 11% | 5% | -1% | 2.9µM* | 5.4%
O=C(N/N=C/c1ccc(F)cc1)c1cc[n+]([O-])cc1 | 8% | -15% | 9% | 43% | 0.7%
O=C1CN(C(=O)CSc2ccccn2)c2ccccc2N1 | -16% | 6% | . | -11% | i
CCOC(=O)c1ccc(N2C(=O)CC(N3CCOCC3)C2=O)cc1 (configuration not stated) | 3% | -1% | -7% | 2% | 1.2%
CCN(C(=O)COC(=O)/C(C#N)=C/c1ccc(OC)cc1)C1CCS(=O)(=O)C1 (configuration not stated) | -2% | 0% | -3% | -6% | 1.4%
